MEKK2wt PB1 HTS = raises or lowers MEK5 binding to wildtype human MEKK2 PB1 domain; Q9Y2U5; bead flow cytometry, Alexa488-MEK5 binding to MEKK2 WT; actives lie on both sides; binding response (% of control), % at 10 µM; 1.1% of 290,000 active; AID 1531; in the data active = binding response below about 67% or above about 130%
NS3 helicase inh = inhibitors of Hepatitis C virus NS3 helicase; inhibition, % at 10.9 µM; NS3 helicase DNA unwinding, Cy5 molecular beacon fluorescence; 0.56% of 290,000 active;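 active = inhibition above the mean of all tested compounds plus 3 SD, set per campaign, cut at about 35% in these data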;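 also: 0% = DMSO wells and 100% = thioflavine S control wells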
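System: HCV NS3 helicase fragment; control set: DMSO and thioflavine S; technique: Cy5 fluorescence at 0 and 60 min, beacon hairpin quenching; reagent: beacon DNA duplex substrate plus ATP; replicates: singlicate; schedule: 1 h reaction at 25 °C, ATP-initiated; medium: MOPS buffer pH 6.5 with MgCl2, DTT, Tween20, BSA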
DNA FID counter = displaces DNA intercalator in HCV helicase counter-screen. inhibition, % at 7.9 µM. 0.17% of 290,000 active. DNA fluorescent intercalator displacement, fluorescence; in the data active = inhibition above about 37%;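 also: 0% = vehicle and 100% = reference compound; higher means more ethidium bromide displaced from hairpin DNA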
NALP1 inh = blocks the NALP1 inflammasome reconstituted in yeast; inhibition, % at 10 µM; AID 2071; 0.61% of 280,000 active; S. cerevisiae NALP1/ASC/caspase-1 growth, X-gal OD620, 72 h; in the data active = inhibition mostly above about 24%, no sharp cut-off; inactive = mostly below about 32%; also: some compounds called inactive have numbers as strong as hits
PfM18AAP inh = blocks P. falciparum M18 aspartyl aminopeptidase | inhibition, % at 7.35 µM | recombinant PfM18AAP, H-Glu-NHMec fluorogenic cleavage | 1.2% of 290,000 active;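 active = inhibition above the campaign mean inhibition over all tested compounds plus 3 SD, cut at about 28% in these data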;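 also: 0% = plate median of test compound wells and 100% = 2 mM ZnCl2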
IMP-1 inh = inhibitors of Pseudomonas aeruginosa IMP-1 metallo-beta-lactamase; inhibition, % at 5.6 µM; purified IMP-1, nitrocefin hydrolysis, epi-absorbance fluorescence; 0.45% of 290,000 active;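 active = inhibition above the mean plus 3 SD of all compounds in the same screening run, cut at about 4.5% in these data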;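 also: 0% = IMP-1 with DMSO and 100% = DMSO wells lacking enzyme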
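Assay system: purified IMP-1; Quantity: IMP-1 0.2 nM before substrate addition; Medium: HEPES buffer pH 7.1 with ZnSO4 and Brij 35; Incubation: 15 min enzyme–compound preincubation, then 25 min nitrocefin reaction, 25 °C; Signal: fluorescence quenching readout, ex 480/em 530 nm; Controls: DMSO with and without IMP-1; Repeats: singlicate testing.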
UBC9 SUMO inh = inhibitors of human SUMOylation (UBC9). HTRF SUMOylation assay, SAE1/SAE2 + UBC9, in vitro. inhibition, % at 35 µM. 0.36% of 290,000 active; in the data active = inhibition above about 50%, passing the limit was not always enough; also: strong numbers were not always called active
Target sequence (P63279 whole entry, looked up): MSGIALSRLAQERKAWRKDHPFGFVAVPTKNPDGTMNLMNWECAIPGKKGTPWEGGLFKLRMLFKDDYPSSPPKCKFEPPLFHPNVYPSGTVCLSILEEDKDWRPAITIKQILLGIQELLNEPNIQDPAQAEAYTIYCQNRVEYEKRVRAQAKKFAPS
MEKK2 mut-MEK5 = signal of MEK5 binding to mutant human MEKK2 PB1 domain; AID 1530; 0.35% of 290,000 active; percent response, % at 10 µM; bead flow cytometry, Alexa488-MEK5 binding to MEKK2 mutant; in the data active = percent response above about 24%, passing the limit was not always enough; also: inactives centre near 1; some results filed as inactive read as strong as hits
VIM-2 inh = blocks Pseudomonas aeruginosa VIM-2 metallo-beta-lactamase; inhibition, % at 5.6 µM; purified VIM-2, nitrocefin hydrolysis, epi-absorbance fluorescence; 0.89% of 290,000 active; AID 1527;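 active = inhibition above the mean of all tested compounds plus 3 SD, cutoff set per screening run, cut at about 7.5% in these data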;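 also: red hydrolysis product quenches plate fluorescence so inhibitors raise well fluorescence; 0% = enzyme with DMSO and 100% = DMSO without enzyme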
Active calls of the source: *; · = no result given.

SMILES	MEKK2wt PB1 HTS	NS3 helicase inh	DNA FID counter	NALP1 inh	PfM18AAP inh	IMP-1 inh	UBC9 SUMO inh	MEKK2 mut-MEK5	VIM-2 inh
CCOC(=O)CC1COCCN1C(=O)c1cc(COc2ccc(F)c(F)c2)on1 (stereo not drawn)	95	-1	-40	-5	1	-3.6	-6	0	-3.1
CC(=O)c1ccc(CC2SC(N)=NC2=O)cc1 (stereo not drawn)	98	4	-2	13	-2	-0.3	5	-3	0.1
O=C(NS(=O)(=O)Nc1ccccn1)c1c[nH]c2ccccc12	101	-3	-3	4	-9	-5.2	11	3	-1.6
Cn1cc(-c2ccccc2C(=O)O)c(=O)c2cc(Cl)ccc21	102	-3	-2	18	-11	0.1	15	0	13*
Cc1c(C(=O)O)oc2c1/C(=N\O)CCC2	94	3	-2	20	-4	-3.5	-4	-2	1.3
Cc1cccc(NC(NC(=O)c2ccccc2[N+](=O)[O-])C(Cl)(Cl)Cl)c1 (stereo not drawn)	97	8	9	33	-2	-2.6	-8	-2	-2.5
Cc1cccc(N(C)C(=O)c2cnn(-c3ccccc3)c2C)c1	99	-5	-27	1	2	-1.9	10	1	-1.0
CC(=O)Nc1cccc(/C(C)=N/NC(=O)c2c(-c3ccccc3Cl)noc2C)c1	91	10	-17	10	0	1.6	36	-6	-0.6
O=C(Nc1ccccc1O)c1cc2cc(Br)ccc2oc1=O	113	43*	-6	-20	5	-1.8	27	10	-2.4
Cc1cnn(C(=O)c2ccccc2Br)c1	109	-10	3	15	-1	-2.4	25	4	-1.9
COc1ccc(S(=O)(=O)N2CCCC(C(=O)N3CCN(C)CC3)C2)cc1C (stereo not drawn)	106	-1	11	·	5	-2.8	0	9	-3.0
CC1=C(C(=O)Nc2ccccc2)C(c2ccncc2)C(C#N)=C(SCC(=O)Nc2ccccc2)N1 (stereo not drawn)	104	4	-14	0	-4	-1.9	-2	2	2.0
Cc1sc(Nc2ccc([N+](=O)[O-])cc2)nc1-c1c(C)n(C)n(-c2ccccc2)c1=O	100	-3	1	-14	-8	-2.0	14	1	-1.3
O=C(CCCn1c(=S)[nH]c2ccsc2c1=O)Nc1ccc2c(c1)OCO2	83	-3	-8	12	-3	-2.1	2	-11	-2.2
COc1ccc(OC)c(C(C)NC=O)c1 (stereo not drawn)	89	6	2	-1	6	-1.4	2	-6	-2.4
O=C(Cc1ccc(Cl)cc1Cl)Nc1cccc(S(=O)(=O)Nc2ccccc2F)c1	94	-16	-8	-8	29*	-3.0	0	-2	-1.6
COC(=O)c1c(O)cc(=O)n2c1CCCCC2	103	2	-3	1	2	-1.9	16	3	-2.4
O=C(Nc1ccc(N2CCN(C(=O)c3ccccc3F)CC2)cc1)c1ncn[nH]1	97	3	-20	-27	39*	-2.4	3	-4	-3.8
Cc1ccccc1C(=O)OCCCN=C1NS(=O)(=O)c2ccccc21	95	-2	-4	5	-9	2.1	10	5	0.7
COc1ccc(NC(=O)CCS(=O)(=O)c2ccc3c(c2)oc(=O)n3C)cc1	100	1	-2	17	-2	-2.2	16	-1	-5.4
CC(C)(O)C#Cc1ccc(CN2CCC(CO)(CCc3ccccc3)CC2)cc1	107	-9	4	21	-11	-0.3	6	2	-0.8
O=C(Nc1ccccc1C(F)(F)F)c1cc(-c2ccccc2O)on1	102	3	9	11	-3	-1.5	10	3	-0.3
CN1CCN(CC(=O)n2c3c(c4ccccc42)CCCC3)CC1	98	-20	29	2	-7	2.1	-6	-2	9.9*
O=C(Cn1c2c(sc1=O)C1c3ccccc3OCC1CS2)Nc1ccc(Cl)cc1 (stereo not drawn)	105	2	2	12	7	-3.3	7	1	-2.6
Cc1noc(C)c1S(=O)(=O)Nc1ccccc1Oc1ccccc1	66	19	-23	8	-10	1.1	10	-44	1.0

Structures listed so far marked active in VIM-2 inh:
| Compound | MEKK2wt PB1 HTS | NS3 helicase inh | NALP1 inh | PfM18AAP inh | IMP-1 inh | UBC9 SUMO inh | MEKK2 mut-MEK5 | VIM-2 inh |
| --- | --- | --- | --- | --- | --- | --- | --- | --- |
| Cn1cc(-c2ccccc2C(=O)O)c(=O)c2cc(Cl)ccc21 | 102 | -3 | 18 | -11 | 0.1 | 15 | 0 | 13* |
| CN1CCN(CC(=O)n2c3c(c4ccccc42)CCCC3)CC1 | 98 | -20 | 2 | -7 | 2.1 | -6 | -2 | 9.9* |

Returning to the listing; the 4 compounds before the break are reprinted first.
SMILES	MEKK2wt PB1 HTS	NS3 helicase inh	DNA FID counter	NALP1 inh	PfM18AAP inh	IMP-1 inh	UBC9 SUMO inh	MEKK2 mut-MEK5	VIM-2 inh
O=C(Nc1ccccc1C(F)(F)F)c1cc(-c2ccccc2O)on1	102	3	9	11	-3	-1.5	10	3	-0.3
CN1CCN(CC(=O)n2c3c(c4ccccc42)CCCC3)CC1	98	-20	29	2	-7	2.1	-6	-2	9.9*
O=C(Cn1c2c(sc1=O)C1c3ccccc3OCC1CS2)Nc1ccc(Cl)cc1 (stereo not drawn)	105	2	2	12	7	-3.3	7	1	-2.6
Cc1noc(C)c1S(=O)(=O)Nc1ccccc1Oc1ccccc1	66	19	-23	8	-10	1.1	10	-44	1.0
Cc1nnc(SCC(=O)Nc2ccc(Oc3ccccc3)cc2)n1N	112	2	-11	7	-1	-3.0	-2	9	-2.1
O=C(NC(=S)Nc1ccc(N2CCOCC2)cc1)c1cccc(Cl)c1	96	1	-6	24	4	-1.1	12	-1	-3.8
COc1ccc(C(=O)N2CCN(CCc3ccccc3)CC2)cc1[N+](=O)[O-]	105	13	-7	21	-7	1.6	-5	0	0.4
CC1(C)C(c2ccccn2)=[N+]([O-])C(C)(C)N1O	99	1	-5	3	0	-1.8	12	-1	-1.2
C=CCN1C(c2cccc(C(F)(F)F)c2)=CS/C1=C(/C#N)c1nnc(N2CCOCC2)n1-c1ccccc1	89	3	-13	32	0	-4.0	-20	-2	-1.2
CN(C)C(=O)c1cnc(-c2ccccc2)nc1-c1ccccc1	104	1	-19	7	-1	-1.6	8	2	-1.2
CCn1c2ccccc2c2cc(/C=N/NC(=O)c3ccccc3)ccc21	93	2	-3	9	4	-4.2	4	-1	-3.8
CC(=O)c1ccc(NC(=O)Cn2c3ccccc3c3nc(=O)cc(C)n32)cc1	99	6	-4	11	4	-2.1	21	2	-2.1
COc1ccc(-n2c(C)nc3cc(C(=O)O)ccc32)cc1	106	3	-7	6	-7	-4.2	12	4	-0.7
COc1cc(/C=C2/SC(=O)N(Cc3ccccc3Cl)C2=O)ccc1OCc1ccncc1	95	-2	-2	5	1	0.7	-6	1	-0.8
CCOC(=O)c1ccccc1NC(=O)c1ccc2nccnc2c1	86	-2	-16	-4	-13	-1.2	18	-3	1.6
COc1cccc(/C=N/Nc2ccc(Cl)nn2)c1	93	-1	-8	10	19	-0.7	14	-12	-1.6
CCCNC(=O)c1cc(S(=O)(=O)N2CCCCC2)c[nH]1	99	-15	-12	19	-8	-0.7	-1	0	0.5
COc1ccc(C(=O)NNC(=O)CNC(=O)C2CCCCC2)cc1	97	18	1	20	-5	-2.6	-7	6	-1.7
NC(CO)c1cn([C@@H](CCC(=O)O)C(=O)N2CCNCC2)nn1 (stereo partly drawn)	92	-2	1	13	-5	-0.5	19	-4	-0.9
CC(=O)Nc1ccc2nc(C3CCCCC3)[nH]c2c1	102	11	-4	5	1	-0.7	6	2	-3.0
COc1ccc(-c2n[nH]c(=S)n2/N=C/C=C\c2ccccc2OC)cc1	88	-8	-1	20	0	-0.9	20	-6	0.6
O=C(CCSc1ccc(Cl)cc1)NN=C1CCCCCC1	97	0	-6	18	2	-2.8	-1	-9	-2.9
COCC(=O)N(c1ccccc1)C(C)C(=O)OC (stereo not drawn)	94	2	-9	10	-2	-1.9	18	-5	-1.6
Cc1nnc(NC(=O)CSc2nnc3c(n2)[nH]c2ccc(Br)cc23)s1	95	-2	3	8	-2	-1.7	37	-5	0.3
O=S(=O)(NCc1ccco1)c1ccccc1Br	107	·	·	1	·	·	8	5	·
CCn1cc(C(=O)NCc2ccco2)c(=O)c2cc(S(=O)(=O)N3CCc4ccccc4C3)ccc21	91	-3	-9	8	-2	-2.5	27	-3	-3.1
O=C(Cn1nc(C(=O)O)c2ccccc2c1=O)Nc1ccc2c(c1)C(=O)c1ccccc1C2=O	85	16	-1	9	3	0.8	14	-8	1.8
Cc1ccc(-n2ncc3c(NCCCOC(C)C)ncnc32)c(C)c1	102	-5	-33	·	-2	-4.1	·	13	-0.9
C#CCNC(=O)C1=C[C@H](c2csc3ccccc23)[C@@H](CCCO)[C@H](OCC)O1	104	-12	-27	6	-3	-1.6	4	2	-1.5
CCN(CC)C(=O)COc1ccc(/C(C)=N/NC(=O)c2ccccc2Br)cc1	107	-5	-7	4	-4	-4.8	-4	4	-4.5
Cc1n[nH]c(C)c1C(=O)CC1(O)C(=O)N(CCc2ccccc2)c2ccc(Br)cc21 (stereo not drawn)	103	-9	-27	11	-4	-0.1	-6	-2	-0.7
Cc1cccc2sc(NNC(=O)c3ccc(S(=O)(=O)N4CCCC(C)C4)cc3)nc12 (stereo not drawn)	90	3	-13	19	38*	-0.5	-24	-7	-2.4
Cc1ccccc1NC(=O)Cc1nnc(SCC(=O)NC2=NCCS2)n1C	99	12	-10	-2	1	-1.6	1	4	-3.0
COc1ccc(C2N=C(c3ccccc3)NO2)cc1OC (stereo not drawn)	100	9	-5	14	3	-1.5	13	4	-0.8

Arranged by value in NALP1 inh (highest first): 3 of the compounds above.
| Structure | MEKK2wt PB1 HTS | NS3 helicase inh | NALP1 inh | PfM18AAP inh | IMP-1 inh | UBC9 SUMO inh | MEKK2 mut-MEK5 | VIM-2 inh |
| --- | --- | --- | --- | --- | --- | --- | --- | --- |
| Cn1cc(-c2ccccc2C(=O)O)c(=O)c2cc(Cl)ccc21 | 102 | -3 | 18 | -11 | 0.1 | 15 | 0 | 13* |
| O=C(Cc1ccc(Cl)cc1Cl)Nc1cccc(S(=O)(=O)Nc2ccccc2F)c1 | 94 | -16 | -8 | 29* | -3.0 | 0 | -2 | -1.6 |
| O=C(Nc1ccc(N2CCN(C(=O)c3ccccc3F)CC2)cc1)c1ncn[nH]1 | 97 | 3 | -27 | 39* | -2.4 | 3 | -4 | -3.8 |

2 compounds picked at random from the list so far, as already listed:
SMILES	MEKK2wt PB1 HTS	NS3 helicase inh	DNA FID counter	NALP1 inh	PfM18AAP inh	IMP-1 inh	UBC9 SUMO inh	MEKK2 mut-MEK5	VIM-2 inh
CC1=C(C(=O)Nc2ccccc2)C(c2ccncc2)C(C#N)=C(SCC(=O)Nc2ccccc2)N1 (stereo not drawn)	104	4	-14	0	-4	-1.9	-2	2	2.0
CC(=O)Nc1ccc2nc(C3CCCCC3)[nH]c2c1	102	11	-4	5	1	-0.7	6	2	-3.0

Compound activity (PubChem BioAssay)
